# ERK EGF inh – EGF-driven ERK pathway inhibition | HEK293-V1b, EGF-stimulated phospho-ERK AlphaScreen | Potency, µM (titrated, usually from 11.5 µM), for inactives: top-dose activity change, negative = inhibition, hits mostly inhibitors | actives 0.41% (n = 130,000); active = well fitted inhibition curve with a large enough effect; inconclusive = small, poorly fitted or top-dose-only effect, or effect the other way;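 note: plate controls were stimulated vehicle wells for no effect and unstimulated vehicle basal for full effect; nearly all actives have a fitted effect of over 55% in size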
#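 Compounds are titrated over HEK293-V1b cells kept overnight in 1% FBS. After 30 min at 37C, EGF (25 nM final) triggers ERK phosphorylation for 5 min, measured by AlphaScreen in lysates.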
# * = called active by the depositor; ? = inconclusive; & = joins results of further samples; [ ] = remark or other dose. Potency is the fitted concentration of half-maximal effect. Some of the compounds tested. The share of hits here may be higher or lower than overall.
SMILES	ERK EGF inh
C/C(Cn1nnc([N+](=O)[O-])n1)=N\NC(=O)c1ccccc1O	-3%[57.5 µM]
Cc1cc(NC(=O)c2ccccc2-c2ccccc2)ccc1Br	-4%
Cc1cccc2[nH]c(CN(C)C(=O)CC3C(=O)NCCN3CC(C)(C)C)nc12 (centres undefined)	7%
COc1cccc2cc(C(=O)Nc3ccc(F)cc3)c(=Nc3ccc(C(=O)O)cc3)oc12	-13%
CCn1c(C)[n+](CC)c2ccc(C(=O)N(C)c3ccccc3)cc21	7%
Cc1cc(C)c2nc(N3CCC(C(=O)NCCCN4CC(C)CC(C)C4)CC3)sc2c1 (centres undefined)	-1%
COc1ccc(C(=O)Nc2ccc(N3CCN(C)CC3)cc2)cc1[N+](=O)[O-]	3%
C#CCOCCOCCOCCNc1nc(N2CCN(C(=O)C([C@@H](C)CC)n3cc(C(N)CO)nn3)CC2)nc(N2CCN(C(=O)[C@H](CCC(=O)O)n3cc(C(N)Cc4ccc(O)cc4)nn3)CC2)n1 (some centres undefined)	-4%[57.5 µM]
Cc1ccc2[nH]cc(C(=O)CCl)c2c1	28%
CCCCCCC(=O)NNC(=O)c1c(O)c2ccccc2n(CCC)c1=O	0%
COc1ccc(C(O)C2=CCCC2=O)cc1 (centres undefined)	-17%&-10%
Cc1ccc(N(CC2CO2)S(=O)(=O)c2ccc(C)cc2)cc1 (centres undefined)	-6%
CN(Cc1cnn(C)c1)C(=O)CC1C(=O)NCCN1Cc1cccc(Oc2ccccc2)c1 (centres undefined)	-4%[57.5 µM]
Cc1ccc(NC(=O)c2cccc(NC(=O)CCC(=O)O)c2)cc1C	-3%
COc1ccc(CCNc2oc(-c3ccc(OC)c(OC)c3)nc2P(=O)(OC)OC)cc1OC	28%
Cn1cnnc1SC1c2cccc3cccc(c23)C1NS(=O)(=O)c1ccccc1 (centres undefined)	10%
O=C(N/N=C/c1ccc(N2CCOCC2)s1)c1ccccc1Br	1%
CN(Cc1ccccc1)C(=O)CN1CCN(C(c2ccccc2)c2ccccc2)CC1	-2%
O=C(C1=C[C@H](c2coc3ccccc3c2=O)C[C@H](OCCCCO)O1)N1CCOCC1	0%[57.5 µM]
Cn1c(=O)c(Sc2ccc(Cl)cc2)c(O)c2ccccc21	-7%
COc1ccc(CCn2c(NN=C3CCCCC3)nc3c2c(=O)[nH]c(=O)n3C)cc1	-3%[57.5 µM]
Cc1ccc(SCCC(=O)Nc2cc(C)on2)cc1	1%
CCn1c2ccc(C)cc2c2nnc(NN)nc21	10%
CCNC(=O)c1ccc(C23CC4CC(CC(C4)C2)C3)o1	?

# Among those listed so far, these have a Cl atom:
SMILES	ERK EGF inh
Cc1ccc2[nH]cc(C(=O)CCl)c2c1	28%
Cn1c(=O)c(Sc2ccc(Cl)cc2)c(O)c2ccccc21	-7%

# Going on with the list:
SMILES	ERK EGF inh
C=C1CCN(C(C)C(=O)OC)S(=O)(=O)c2ccccc21 (centres undefined)	6%[57.5 µM]
CC(=O)N[C@H](CS)C(=O)O	0%
c1cnc2c(Oc3ncnc4sccc34)cccc2c1	-3%[57.5 µM]
Cc1cc(-c2nc(C)c(-c3nnc(SCC(=O)Nc4cc(Cl)cc(Cl)c4)n3C)s2)no1	-1%[57.5 µM]
O=C(CCCCCn1c(=S)[nH]c2ccc(N3CCOCC3)cc2c1=O)NCc1ccc(Cl)cc1	4%
COc1ccc(-c2ccc(=O)n(Cc3cccc([N+](=O)[O-])c3)n2)cc1	12%
COc1cccc(NC(=S)Nc2cc(C)cc(C)n2)c1	-13%[57.5 µM]
COc1ccc([N+](=O)[O-])cc1NC(=O)c1ccc(N2C(=O)CCC2=O)cc1	-16%[57.5 µM]

# 3 entries already listed, ordered by number of heavy atoms, high to low.
SMILES	ERK EGF inh
Cc1cc(-c2nc(C)c(-c3nnc(SCC(=O)Nc4cc(Cl)cc(Cl)c4)n3C)s2)no1	-1%[57.5 µM]
COc1ccc([N+](=O)[O-])cc1NC(=O)c1ccc(N2C(=O)CCC2=O)cc1	-16%[57.5 µM]
c1cnc2c(Oc3ncnc4sccc34)cccc2c1	-3%[57.5 µM]

# (list continues)
SMILES	ERK EGF inh
COc1ccc(NC(=O)NCc2ccccc2F)cc1OC	9%
CCOc1ccc(NC(=O)c2cc3ccccc3cc2O)cc1	?
COCCN(Cc1ccccc1)C(=S)Nc1ccc(OC(F)F)cc1	-4%
CCOC(=O)C1(CCCc2ccccc2)CCN(C(=O)c2ocnc2C)CC1	-1%
O=C(c1ccncc1)N1CCC2(CC1)CCN(c1cccc(-c3ccccc3)c1)CC2	-3%
Cc1c(Br)c(=O)oc2c(C)c(O)ccc12	9%
O=C1CN(C(=O)COC(=O)CNS(=O)(=O)/C=C/c2ccccc2)c2ccccc2N1	0%
C[C@H](NC(=O)c1ccco1)C(=O)Nc1ccc2c(c1)OCO2	-4%
Cc1cc(C(=O)NCCc2ccc(Cl)cc2)no1	-20%
O=C1NC(=Nc2ccccc2)c2ccc([N+](=O)[O-])cc21	-8%
C/C(=N\NC(=O)c1ccncc1)c1ccc(N(C)C)cc1	-1%
CCOC(=O)c1c(NC(=O)CSc2nnc(-c3cccnc3)o2)sc2c1CCC2	9%
CCC(=O)Nc1cccc(NC(=S)NC(=O)c2cc3ccccc3o2)c1	-5%
NN1C(=O)NC(c2ccccc2)(c2ccccc2)C1=O	-2%
COc1ccc(OCCSc2nnc(-c3cccnc3)n2N)cc1	6%
O=C(CSc1ccccc1Cl)NC1CCCc2ccccc21 (centres undefined)	-9%
CCc1nnc(NC(=O)C2CCCO2)s1 (centres undefined)	0%
CCCCC1=CC2=C(c3ccco3)C(=O)C(C)(OC(=O)c3ccc(OC)cc3)C(=O)C2=CN1CCCOC(C)C (centres undefined)	8%[57.5 µM]
CCN1CCN(C(=O)CCc2nc3ccccc3n2-c2ccccc2)CC1	3%
CC1Nc2ccccc2C(=O)N1NS(C)(=O)=O (centres undefined)	-6%[57.5 µM]
COc1cccc(/C=C/C(=O)OCC(=O)Nc2cc(S(=O)(=O)N3CCOCC3)ccc2C)c1	-2%
Cc1cc(NC(=O)CCC(=O)N(Cc2ccco2)C(C(=O)NC2CCCC2)c2ccccc2C)no1 (centres undefined)	2%
CCOC(=O)C1=C(N)Oc2c(oc(CO)cc2=O)C1c1ccc(Cl)cc1 (centres undefined)	-9%[57.5 µM]
CCOc1cccc(C(=O)Nc2cccc(C(C)=O)c2)c1	3%
Cc1nc(-c2cc(-c3nc(-c4ccc(C(C)(C)C)cc4)no3)no2)cs1	0%[57.5 µM]
COc1cc(OC)c(/C=N/NC(=O)c2ccc(Cn3nc([N+](=O)[O-])cc3C)cc2)c(OC)c1	0%[57.5 µM]
COC(=O)C(C(=O)OC)[C@@H](NC(=O)OCc1ccccc1)c1ccccc1	-13%
Cc1ccc(C)c(S(=O)(=O)N2CCN(C(C)C(=O)Nc3ccccc3-c3ccccc3)CC2)c1 (centres undefined)	-4%
COc1ccc(C(=O)NCCN2CCOCC2)c(OC)c1	-7%
Cc1cccn2c(=O)c3cc(C(N)=S)c(=N)n(CCCN4CCOCC4)c3nc12	?
CC1=C(/C=C/C(C)=C\C=C\C(C)=C\C(=O)O)C(C)(C)CCC1	-12%
Cc1cccc(C)c1NC(=O)CSc1nnc(C)c(=O)[nH]1	-1%
Cc1cc(C)nc(SC2CCCCC2NS(=O)(=O)c2ccccc2)n1 (centres undefined)	1%
COc1cc(-c2n[nH]c(=S)n2/N=C/c2cccn2C)cc(OC)c1OC	6%[57.5 µM]
CCc1ccc(N2CN(CCc3ccccc3)CNC2=S)cc1	3%[57.5 µM]
CCOc1ccc(OCC)c(NC(=O)CN2CCN(c3ccc(C)cc3C)CC2)c1	2%
O=C(c1ccc(Cl)cc1)[C@@H]1[C@@H]2C(=O)N(c3ccccc3)C(=O)[C@@H]2C2c3ccccc3C=NN21 (some centres undefined)	-1%
Cc1cccc(NS(=O)(=O)c2ccc3[nH]c(=O)cc(C(=O)O)c3c2)c1	-6%
Cc1[nH]n(-c2ccccc2)c(=O)c1C=NC1CCCCC1	-10%
CCC(=O)Nc1nnc(SCc2cccc(F)c2)s1	-21%
CSC1=NC(C(Cl)(Cl)Cl)N=C(c2ccccc2)N1 (centres undefined)	1%
CC(/C=C/c1ccccc1F)=N\NC(=O)C(C)C	2%
Cc1ccc(-c2nsc(SCC(=O)NCc3ccc4c(c3)OCO4)n2)cc1	4%
Cc1ccccc1Cn1nnc(-c2ccc(C(=O)O)cc2)n1	7%
COc1ccc(C2=CC3=CC(=O)C(C)(O)C(=O)C3=CO2)cc1 (centres undefined)	-9%
COc1cccc(-n2c(C)cc(/C=C3/C(=N)N4C(=NC3=O)SN=C4S(C)(=O)=O)c2C)c1	-11%
COc1ccccc1NC(=O)CSc1nnc2ccc(-c3cccnc3)nn12	1%
O=c1c(Cl)c(NCc2ccccc2)cnn1C12CC3CC(CC(C3)C1)C2	17%
N#Cc1nnn(Cc2ccccc2)c1N	-3%
Cc1cc(C)cc(OCC(=O)N2Cc3ccccc3CC2C(=O)O)c1 (centres undefined)	-4%
NS(=O)(=O)c1ccc(CCNC(=O)COC(=O)CCc2ccccc2)cc1	-8%
COC(=O)C1C(c2ccc(OC)c(OC)c2)NC(c2ccc(OC)c(OC)c2)C(C(=O)OC)S1(=O)=O (centres undefined)	19%
Cn1cc(CCC(=O)N2CCCC(CCC(=O)NCc3ccccc3F)C2)cn1 (centres undefined)	7%
CCN(CC)CCCCC1CCN(CC(=O)N2c3ccccc3C(=O)Nc3cccnc32)CC1	6%
COc1ccc2c(c1OC)C(=O)OC2C/C(=N\NC(N)=O)c1ccccc1 (centres undefined)	-6%
CCOc1cc(CNc2ccc(CNc3ncn[nH]3)cc2)ccc1OCc1ccccc1	-5%

# More compounds follow.
SMILES	ERK EGF inh
Cn1c(-c2cccs2)nc2ccccc21	5%
Cc1cc(=O)[nH]c(N/N=C/c2c(C)nn(-c3ccccc3Cl)c2Cl)n1	?
CCOc1cc(/C=N/NC(=O)CN2CCCCC2)ccc1OCc1ccc(Cl)cc1	-8%
COc1ccc(N2C(=O)c3ccccc3NC2c2ccc(OC)c(COc3ccccn3)c2)cc1 (centres undefined)	6%
CCOC(=O)C1=C(C)N(CCCCCC(=O)O)C(=O)NC1c1ccccc1OC(=O)c1cccs1 (centres undefined)	0%
CCCC(=O)Nc1ccc2c(c1)c1ccccc1n2CC	-5%
Cc1ccc(NS(=O)(=O)c2ccc(OCC(N)=O)cc2)cc1	-2%
CCOC(=O)c1[nH]c(C)c(C(=O)NCc2ccco2)c1C	-2%
O=C(Nc1ccc2c(c1)S(=O)(=O)N=C1CCCCCN12)c1ccccc1Cl	-2%
COc1ccccc1-c1nnc(Nc2nc3c(OC)cccc3s2)o1	7%
CC(c1ccco1)N(C(=O)c1ccc(C(F)(F)F)cc1)c1ccccn1 (centres undefined)	5%
O=C(Nc1sc2c(c1C(=O)O)CCCCC2)c1ccccc1	-4%
CN(C)C1N(C(=O)c2ccccc2)N=C2c3ccccc3S(=O)(=O)N21 (centres undefined)	11%
CC(O)CNc1ccc(-c2nn(C)c(=O)c3ccccc23)cc1[N+](=O)[O-] (centres undefined)	-8%
Cc1ccc(S(=O)(=O)Oc2ccccc2/C=C2\SC(=O)NC2=O)cc1	-12%
CC1(C)Cc2cccc(OCC(=O)OCC(=O)Nc3cccc(S(N)(=O)=O)c3)c2O1	-5%[57.5 µM]
Cc1ccc(S(=O)(=O)N2CCOCC2)cc1C(=O)Nc1nc2ccccc2[nH]1	13%
CCN(CC)c1ccc(/C=N/NC(=S)NCc2ccc(OC)cc2)cc1	0%
COc1ccc(NC(=O)c2cc([N+](=O)[O-])ccc2O)cc1	-9%
O=C(NCCCN1CCCC1)[C@H](CSCc1ccccc1)N1Cc2ccccc2C1=O	9%[57.5 µM]
CCOc1ccc(N(CC(=O)NCC2CCCO2)C(=O)CCC(=O)Nc2nccs2)cc1 (centres undefined)	-3%
COC(=O)c1ccc(OCC(=O)Nc2ccsc2C(=O)OC)cc1	-6%
COc1cccc(N=C2C(=O)N3CCCc4cccc2c43)c1	-4%
O=C(Nc1ccc2nn(-c3ccc(F)cc3)nc2c1)c1cccnc1	5%

# 5 records drawn at random from those above, as already listed:
SMILES	ERK EGF inh
Cc1ccc(S(=O)(=O)N2CCOCC2)cc1C(=O)Nc1nc2ccccc2[nH]1	13%
COc1ccc(NC(=O)c2cc([N+](=O)[O-])ccc2O)cc1	-9%
COc1cccc(N=C2C(=O)N3CCCc4cccc2c43)c1	-4%
O=C(Nc1ccc2nn(-c3ccc(F)cc3)nc2c1)c1cccnc1	5%
COC(=O)c1ccc(OCC(=O)Nc2ccsc2C(=O)OC)cc1	-6%

# Carrying on:
SMILES	ERK EGF inh
Cc1cc(C)cc(N(C(=O)c2sc(C)nc2C)C(C(=O)NC(C)(C)C)c2ccncc2)c1 (centres undefined)	-5%
O=C(Nc1ccccc1F)Nc1ccccc1N1CCCCC1	-2%[57.5 µM]
CCNC(=O)c1cccc(S(=O)(=O)N2CCCCCC2)c1	-8%
C=CCNC(=S)N/N=C/c1cn(-c2ccccc2)nc1-c1ccc(OC)cc1	4%
O=C(CN1CCN(c2ccccc2O)CC1)Nc1cccnc1Cl	-8%
